Compound activity as filed in PubChem.
L3MBTL1 inh = qHTS Assay for the Inhibitors of L3MBTL1. Potency, µM (series often up to 57.1 µM), for inactives: at the highest dose activity, negative = inhibition, usual class: inhibitors. Lethal(3)malignant brain tumor-like protein 1 (Homo sapiens), Q9Y468. 230,000 tested, 0.66% active. AlphaScreen L3MBTL1–H3K9me1 peptide binding; active = well fitted inhibition curve with a large enough effect; inconclusive = small, poorly fitted or top-dose-only effect; inactive = no such curve, though single readings can be large or run the other way; also: nearly all actives have a fitted effect of over 60% in size
Target sequence (Q9Y468 whole entry, looked up): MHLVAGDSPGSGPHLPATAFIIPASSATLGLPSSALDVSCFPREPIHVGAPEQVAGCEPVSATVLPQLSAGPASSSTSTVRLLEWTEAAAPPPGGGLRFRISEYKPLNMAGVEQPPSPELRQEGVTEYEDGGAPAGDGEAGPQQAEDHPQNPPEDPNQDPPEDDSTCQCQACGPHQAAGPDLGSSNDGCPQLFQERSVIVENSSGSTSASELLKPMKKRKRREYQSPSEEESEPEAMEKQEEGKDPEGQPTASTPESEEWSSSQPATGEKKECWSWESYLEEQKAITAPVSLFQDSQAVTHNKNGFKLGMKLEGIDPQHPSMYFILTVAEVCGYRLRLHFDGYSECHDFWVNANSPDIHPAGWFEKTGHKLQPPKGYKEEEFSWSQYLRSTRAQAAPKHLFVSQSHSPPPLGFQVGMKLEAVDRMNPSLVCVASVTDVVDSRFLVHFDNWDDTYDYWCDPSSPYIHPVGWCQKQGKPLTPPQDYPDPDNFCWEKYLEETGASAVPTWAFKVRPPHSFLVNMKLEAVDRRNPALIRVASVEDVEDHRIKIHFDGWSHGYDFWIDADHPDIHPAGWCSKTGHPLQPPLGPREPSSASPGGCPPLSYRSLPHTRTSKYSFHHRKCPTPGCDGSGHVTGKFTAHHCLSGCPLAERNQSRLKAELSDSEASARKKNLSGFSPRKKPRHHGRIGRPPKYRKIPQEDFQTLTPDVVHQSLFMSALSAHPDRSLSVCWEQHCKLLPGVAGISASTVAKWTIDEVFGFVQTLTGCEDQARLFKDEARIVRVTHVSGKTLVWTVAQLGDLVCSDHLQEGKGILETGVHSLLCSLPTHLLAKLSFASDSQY
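L3MBTL1 50 nM + b-AHA-H3(1-15)K9me1 75 nM, 30 min RT; compound added, 30 min RT; streptavidin donor/Ni-chelate acceptor beads 10 ug/mL each final, 30 min RT dark; AlphaScreen read.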
The depositor's hits bear a star; ? = inconclusive; [ ] = another dose, or the depositor's remark. % is scaled to controls: 0 for no effect and ±100 for the full control effect; potency is read from the fitted curve at half-maximal effect. An excerpt; the hit share may differ from the screen's.

Compound | L3MBTL1 inh
COc1ccccc1NC(=O)CSc1nnnn1-c1ccc(F)cc1 | -7.5%
COC(=O)c1cn(C(=O)c2ccc(OC)cc2)c2ccccc12 | 10.1%
CC12CCC(=O)N1C(C(=O)Nc1nnc(SCc3ccccc3)s1)CS2 (centres undefined) | 13.3%
C=Cc1ccc(Cn2c(=O)n(C)c(=O)c3sccc32)cc1 | 4.0%
O=C(COc1ccccc1)Nc1ccc(N2CCCCC2)cc1 | -3.8%
C[C@@H]1CN([C@H](C)CO)C(=O)c2cccc(NC(=O)c3ccncc3)c2O[C@@H]1CN(C)Cc1ccc(C(=O)O)cc1 | 44.8%[activator]
CC1CN(S(=O)(=O)c2cccc(C(=O)NCC3COc4ccccc4O3)c2)CC(C)O1 (centres undefined) | -1.4%
COC(=O)[C@]1(CC(C)C)N[C@H](c2ccc(-c3ccc(F)cc3)cc2)[C@@H]2C(=O)N(C)C(=O)[C@@H]21 | -1.3%
Cc1ccc(C(=O)Nc2cccc(S(=O)(=O)N(C)c3ccccc3)c2)o1 | -13.6%
C[C@@H](NC(=O)c1nc[nH]c1C(=O)N1CCN(C(=O)OC(C)(C)C)CC1)c1ccccc1 | 6.7%
CC(=O)O[C@H]1CC(=O)OC(C)(C)C2CC(=O)[C@]3(C)C(CC[C@@](C)([C@@H](O[C@@H]4O[C@H](CO)[C@@H](O)[C@H](O)[C@H]4O)c4ccoc4)[C@@]34O[C@@H]4C(=O)O)[C@]21C (some centres undefined) | 3.8%
CCOc1ccc(NC(=O)CN(C)C(=O)c2ccccc2SCc2c(C)noc2C)cc1OCC | 4.3%
CC(C(=O)OCC(=O)N(C)C1(C#N)CCCCC1)N1C(=O)c2ccccc2C1=O (centres undefined) | 4.5%
CCOC(=O)C1=C(COC(=O)CNC(=O)c2ccc(Cl)cc2Cl)NC(=O)NC1C (centres undefined) | -0.1%
O=C(C[C@H]1C[C@H](C(=O)N2CCOCC2)[C@@]2(CCC3CCCC3)c3[nH]c4cc(-c5ccco5)ccc4c3CCN2C1=O)NCCc1ccccn1 | ?
CSc1ccc(Cl)c(C(=O)NNC(=O)c2cccs2)c1 | -6.4%
COc1ccc(OCCCC(=O)NNC(=O)c2ccncc2)cc1 | -2.0%
C[C@@H](NC(=O)c1[nH]cnc1C(=O)Nc1nccs1)c1ccccc1 | -5.4%
COc1cc(C(C)=O)ccc1OCC(=O)OCC(=O)c1cc(C)n(CC2CCCO2)c1C (centres undefined) | -7.9%
ClCc1nc2ccccc2n1Cc1ccccc1 | -0.2%
O=C(O)c1cc(NS(=O)(=O)c2ccc(NCc3ccccc3)c([N+](=O)[O-])c2)cc(C(=O)O)c1 | ?
CCN(CC(=O)Nc1ccc(C(C)=O)cc1)CC(=O)Nc1ccc2c(c1)OCCO2 | -4.8%
NS(=O)(=O)c1ccc(Nc2nc(-c3cccnc3)cs2)cc1 | -8.0%
CCC(=O)OC1(C(=O)CCl)[C@@H](C)C[C@H]2[C@@H]3CCC4=CC(=O)C=C[C@]4(C)[C@@]3(F)[C@@H](O)C[C@@]21C (some centres undefined) | -0.2%
COc1cccc(NC(=O)CN(C)C(=O)c2ccccc2-c2nc3ccccc3s2)c1 | -5.2%
COc1ccc(CCNC(=O)c2c[nH]c3ccc(F)cc3c2=O)cc1OC | 1.8%
CN(C)C(=O)CCC(=O)N1CCCC(N2CCN(c3cccc(C(F)(F)F)c3)CC2)C1 (centres undefined) | -10.8%
CCOc1ccc(CN(C)C(=O)c2ccc(S(=O)(=O)N(C)c3ccccc3OC)cc2)cc1 | -5.7%
CC(C)CN(C(=O)c1ccc2c(c1)OCO2)C1CCS(=O)(=O)C1 (centres undefined) | 5.8%
COc1ccc(OC)c(C(=O)NC(CC(N)=O)c2ccc(NCCN3CCCC3)c([N+](=O)[O-])c2)c1 (centres undefined) | -5.6%
COc1ccc(NC(=O)c2cc(-c3ccccc3Cl)on2)cc1 | 51.1%[activator]
CC1CC(C)CN(C(=O)CSc2ncnc3sccc23)C1 (centres undefined) | -0.6%
CN(c1ccccc1)S(=O)(=O)c1ccc(C(=O)NCC(c2ccco2)N2CCCCC2)cc1 (centres undefined) | -1.3%
Cc1ccc(S(=O)(=O)N2CCN(CCOc3ccccc3)CC2)cc1 | 2.3%
Cc1ccc(-c2ocnc2C(=O)Nc2nc(C)cs2)cc1 | -0.1%
CC(C)(C)OC(=O)C[C@@H]1C/C=C\C[C@H](CC(=O)N(CCO)Cc2ccccc2)C(=O)N2CCC[C@H]2COC1=O | 43.9%[activator]
CC(=O)Nc1ccc(S(=O)(=O)NCCC(=O)OC(C)C(=O)NC2(C#N)CCCCC2)cc1 (centres undefined) | -4.2%
O=C(Cc1c(F)cccc1Cl)Nc1nccs1 | 1.0%
COc1ccc(CC(=O)NCc2ccc(Cl)cc2)cc1S(=O)(=O)N1CCOCC1 | 0.3%
Cc1cc(NC(=O)c2ccccc2)ccc1NC(=O)Cc1ccccc1 | 1.6%[2.29 µM]
CNC(=O)c1c(NC(=O)CCS(=O)(=O)c2ccccc2)sc2c1CCN(C(=O)OC)C2 | 9.4%
Nc1nc(SCC(=O)Nc2cccc(F)c2)n[nH]1 | 5.1%
COc1ccccc1C(=O)Nc1ccc(OC(C)C(=O)N2CCOCC2)cc1 (centres undefined) | -5.2%
Cc1ccc([N+](=O)[O-])cc1S(=O)(=O)Nc1cccc(S(=O)(=O)NC2=NCCC2)c1 | 0.0%
O=C(COC(=O)/C=C/c1ccccc1)NC1CCS(=O)(=O)C1 (centres undefined) | 0.8%
CC(=O)c1cccc(NC(=O)C(C)OC(=O)c2cccc(-n3cnnn3)c2)c1 (centres undefined) | -2.0%
CCOc1ccc(CNc2ncc(-c3ccccc3)n2C)cc1 | -1.1%
CCN(Cc1ccccc1)Cc1ccc(OCc2ccccc2)cc1 | 49.1%[activator]

Looked up one by one from above, 2 records:
Compound | L3MBTL1 inh
CCOC(=O)C1=C(COC(=O)CNC(=O)c2ccc(Cl)cc2Cl)NC(=O)NC1C (centres undefined) | -0.1%
Cc1cc(NC(=O)c2ccccc2)ccc1NC(=O)Cc1ccccc1 | 1.6%[2.29 µM]

Continuation:
mol,L3MBTL1 inh
CCC(=O)c1ccc(OCC(=O)OCC(=O)Nc2ccc(C)c(S(=O)(=O)N3CCCCC3)c2)cc1,0.7%
COc1ccc(NC(=O)CN2C(=O)NC(C)(C3CCCCC3)C2=O)c(OC)c1 (centres undefined),1.2%
CCN(c1ccccc1)S(=O)(=O)c1ccc(N2CCN(c3ccc(O)cc3)CC2)nc1,?
Cc1ccc(NC(=S)NC2CCCC2)c(C)c1,-1.7%
Cc1ccc(S(=O)(=O)NCc2ccccc2C)cc1,-6.2%[2.29 µM]
CCCCn1c(N)c(N(CCC(C)C)C(=O)COC(=O)/C=C/c2ccc(F)cc2)c(=O)[nH]c1=O,5.5%
O=C(CN1C(=O)NC2(CCc3ccccc32)C1=O)NCCc1ccccc1 (centres undefined),-2.7%
O=C(c1cc(C2CC2)nn1-c1ccccc1)N1CCN(c2ccccn2)CC1,-10.8%
COc1ccc(/C=C2\SC(N)=NC2=O)cc1Br,?
C[C@H](CO)N1C[C@H](C)[C@@H](CN(C)S(=O)(=O)c2ccc(F)cc2)Oc2ccc(NC(=O)C3CC3)cc2C1=O,7.7%
C=CCN1C(=O)c2ccc(C(=O)N3CCN(S(=O)(=O)c4cc(C)ccc4C)CC3)cc2C1=O,-1.6%
OCC1(CCOc2ccccc2)CCN(Cc2ccc(OC(F)F)cc2)CC1,1.6%
COc1ccc(N2CCN(C3CCCN(Cc4ccc(F)c(F)c4)C3)CC2)cc1 (centres undefined),-12.9%
CN(C)c1nc2c(c(=O)[nH]c(=O)n2C)n1CCOc1ccccc1,-8.0%[2.29 µM]
Cc1ccc(CNC(=O)c2ccc(N3CCC4(CC3)CC(c3cccc(Br)c3)=NO4)c(NC(=O)c3c(Cl)cccc3Cl)c2)cc1,-2.7%
Cc1ccc(NC(=O)COC(=O)c2oc3ccccc3c2C)cc1S(=O)(=O)N1CCOCC1,-2.7%
COc1ccc(Sc2ccc(-c3nc4cnccn4c3NC3CCCCC3)cc2OC)cc1,6.2%
COc1ccc(C(=O)Nc2nnc(-c3ccccc3)s2)cc1,-2.3%
COc1ccccc1NC(=O)COC(=O)CNC(=O)C1CCCCC1,-2.9%
Cc1csc2nc(O)c(C(=O)NCC3CCCO3)c(=O)n12 (centres undefined),23.0%

Nothing new here: an excerpt of the list.
mol,L3MBTL1 inh
CCN(c1ccccc1)S(=O)(=O)c1ccc(N2CCN(c3ccc(O)cc3)CC2)nc1,?
Cc1ccc(NC(=S)NC2CCCC2)c(C)c1,-1.7%
Cc1ccc(S(=O)(=O)NCc2ccccc2C)cc1,-6.2%[2.29 µM]

(continued)
mol,L3MBTL1 inh
O=C(Cc1ccc([N+](=O)[O-])cc1)NC(C(=O)O)C(O)c1cccc([N+](=O)[O-])c1 (centres undefined),3.3%
CC(OC(=O)CCN=C1NS(=O)(=O)c2ccccc21)C(=O)Nc1ccc(F)c(F)c1F (centres undefined),1.7%
Cc1c2cnn(CC(=O)NCCCN3CCCCC3C)c(=O)c2c(C)n1Cc1ccccc1 (centres undefined),-0.8%
CC(C)NC(=O)N(C)C[C@H]1Oc2ccc(NC(=O)Nc3ccccc3)cc2C(=O)N([C@@H](C)CO)C[C@@H]1C,3.0%
CCN1CCN(c2ccc(NC(=O)c3ccc4c(c3)OCCO4)cc2C)CC1,-5.3%
Cc1ccc(NC(=O)COc2ccc(N(C)S(=O)(=O)c3ccc(F)cc3)cc2)cc1,3.5%
Cc1csc(NC(=O)CCCNC(=O)c2ccc(Cl)cc2)n1,-2.0%
CC1(C)CC[C@]2(C(=O)O[C@@H]3OC(CO)[C@@H](O)[C@H](O)[C@H]3O)CC[C@]3(C)C(=CCC4[C@@]5(C)CC[C@H](O[C@@H]6OC(C(=O)O)[C@@H](O)[C@H](O)[C@H]6O)C(C)(C)C5CC[C@]43C)[C@@H]2C1 (some centres undefined),-3.8%
C=CC[C@@H](Cc1ccc(F)cc1)C(=O)OC[C@@H]1CCCN1C(=O)[C@@H](CC=C)CC(=O)N(CCO)Cc1ccccc1,-5.4%
Clc1ccc(CN2CCN(c3ncccn3)CC2)cc1Cl,-3.0%
Cc1ccc(C(=O)NNC(=O)c2ccc3ccccc3c2O)cc1,3.5%
Cc1ccccc1NC(=O)COC(=O)c1cc[n+]([O-])cc1,-2.4%
COCCn1c(SCC(=O)Nc2cccnc2Cl)nc2cc(Cl)ccc2c1=O,-5.9%
COc1ccccc1N1CCN(CC(=O)Nc2ccnn2C2CCCC2)CC1,6.4%
O=C(Nc1cccc2ccccc12)C1CCCC1,-0.1%
CC(Sc1nnc(-c2cccnc2)o1)C(=O)NC1CCCCC1 (centres undefined),-6.4%
CC(=O)c1c(C)[nH]c(C(=O)COC(=O)COc2ccccc2F)c1C,-15.2%
O=C(COC(=O)c1cc(S(=O)(=O)N2CCOCC2)ccc1Cl)NCc1ccco1,-2.6%
Cc1ccc(CN(C)C(=O)c2cccc(S(=O)(=O)N3CCCC3)c2)o1,-1.1%
CCOc1ccc(NS(=O)(=O)c2ccc(C(=O)N(C)CC(=O)Nc3ccc(OC)cc3)cc2)cc1,4.2%

Copied from the list.
C=CC[C@@H](Cc1ccc(F)cc1)C(=O)OC[C@@H]1CCCN1C(=O)[C@@H](CC=C)CC(=O)N(CCO)Cc1ccccc1 @ L3MBTL1 inh = -5.4%
CC1(C)CC[C@]2(C(=O)O[C@@H]3OC(CO)[C@@H](O)[C@H](O)[C@H]3O)CC[C@]3(C)C(=CCC4[C@@]5(C)CC[C@H](O[C@@H]6OC(C(=O)O)[C@@H](O)[C@H](O)[C@H]6O)C(C)(C)C5CC[C@]43C)[C@@H]2C1 (some centres undefined) @ L3MBTL1 inh = -3.8%
CCOc1ccc(NS(=O)(=O)c2ccc(C(=O)N(C)CC(=O)Nc3ccc(OC)cc3)cc2)cc1 @ L3MBTL1 inh = 4.2%

The list continues:
mol,L3MBTL1 inh
O=[N+]([O-])c1cccc(C(=NCc2ccccc2)NO)c1,6.9%
CCN(CC)CCn1c(NC(=O)c2ccc(C)cc2)nc2ccccc21,-3.3%
CC1CCCC(NS(=O)(=O)c2cc3c(cc2Cl)NC(=O)CO3)C1C (centres undefined),7.9%
CCCNC(=O)CSc1nc(Cc2ccccc2)nc2ccccc12,1.4%
O=C(O)C1C2C=CC(C2)C1C(=O)Nc1ccc(Cl)c(Cl)c1 (centres undefined),1.2%
C=CCn1c(SCC(=O)Nc2c(C)n(C)n(-c3ccccc3)c2=O)nnc1-c1cccnc1,9.0%
O=c1c2ccccc2nc(/C=C/c2ccc(Cl)cc2)n1CCO,-7.3%
Cc1ccc(S(=O)(=O)N2CCN(C(=O)C3CCN(C(=O)c4ccc(F)cc4)CC3)CC2)c(C)c1,-3.5%
OCC[C@H]1C[C@@H](O)[C@H](O)[C@]2(OCc3ccccc32)O1,9.8%
COc1ccc(NC(=O)Cc2ccc(C)c(C)c2)cc1S(=O)(=O)N1CCCCC1,-7.0%
COc1cccc(/C=C/C(=O)OCC(=O)Nc2cccc(S(=O)(=O)NC3=NCCCCC3)c2)c1,-4.0%
C[C@H](CO)N1C[C@H](C)[C@@H](CN(C)C(=O)Nc2ccccc2)Oc2ccc(NC(=O)Nc3ccc4c(c3)OCO4)cc2C1=O,-25.6%
OCC[C@H]1C[C@@H](O)[C@H](O)[C@@]2(CCCc3ccccc3O2)O1,0.9%
C/C(=N/Nc1ncc(Br)cn1)c1ccc([N+](=O)[O-])cc1,-8.5%
COC(=O)C1OC(OC2CC[C@]3(C)C(CC[C@@]4(C)[C@@H]3CC=C3[C@@H]5CC(C)(C)CC[C@]5(C(=O)OC5OC(CO)C(O)C(O)C5O)CC[C@]34C)C2(C)C)C(O)C(O)C1O[C@H]1OCC(O)C(O)C1O (some centres undefined),-28.3%
O=S(=O)(NCc1cccs1)c1ccccc1Cl,0.5%
CN(C)S(=O)(=O)N1CCN(c2ccnc3cc(Cl)ccc23)CC1,-6.2%
CCN1C(=O)[C@@H]2[C@H](C1=O)[C@@H]1C(=O)Nc3ccccc3C(=O)N1[C@@H]2c1ccccc1,-1.5%
